# Bioassay records deposited in PubChem BioAssay by National Center for Advancing Translational Sciences (NCATS).
# LDHA block = inhibitors of human lactate dehydrogenase A | purified LDHA, NADH/diaphorase-resazurin fluorescence; active compounds read low | activity change, % (values are at about 110 or 230 µM) | hit rate 0.15% among 480,000 | AID 1347041; in the data active = activity change below about -30%; inconclusive = mostly about -25% to -30%;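 also: plate controls were DMSO wells for no effect and wells without enzyme for full effect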
#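 LDH5 2 nM; NADH 0.06 mM, pyruvate 0.2 mM; 200 mM Tris pH 7.4, EDTA, Tween-20; 5 min RT. Detection: diaphorase 0.133 mg/mL + resazurin 37 µM, fluorescence ex540/em590 at 0 and 20 min; normalized to enzyme-free and DMSO wells.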
# Numbers without * were called inactive; ? = inconclusive; & = joins results of further samples.
SMILES,LDHA block
CCC(C(=O)Nc1cccc(C(C)=O)c1)n1c(=O)c(-c2ccccc2NC(C)=O)nc2ccccc21 (centres undefined),13
CCCCn1nnnc1C(c1ccccc1)N1CCN(c2ccccc2)CC1 (centres undefined),-2
Cc1ccc(C)c(N2CCN(C(=O)C3CCN(S(=O)(=O)c4cn(C)c(C)n4)CC3)CC2)c1,-10
CCCCCCCCN1C(=O)[C@H](CC(=O)NCC2CCCCC2)C[C@@]2(C(=O)OC)CC(C)(C)CC=C12,-2
CCC(C)NC(=O)NC1CCN(c2nc3ccccc3n(CC)c2=O)CC1 (centres undefined),-1
CCC(C)C(=O)Nc1cc(S(=O)(=O)N(CC)CC)ccc1N1CCOCC1 (centres undefined),4
CC(=O)OCC12COC(c3ccc(OC(C)=O)cc3)C(C(C)=CC1C)C2C (centres undefined),8
O=C(NC1CCCC1)c1cc(-c2ccc(Cl)s2)nc2ccccc12,0
CCC(C)(C)C1CCc2c(sc(NC(=O)/C=C/c3ccccc3)c2C#N)C1 (centres undefined),4
CNC(=O)C(C)Sc1nc2ccc(F)cc2c(=O)[nH]1 (centres undefined),-1
COc1cc(CNC(=O)Cc2ccc(C)cc2)ccn1,-5
Cc1oc(-c2ccccc2)nc1C(=O)NCC(c1ccccc1)N(C)C (centres undefined),8
CS(=O)(=O)Nc1ccc(-c2csc(NC3CC3)n2)cc1,6
Cc1nc(N2CCC(C(=O)Nc3cccc(Cl)c3C)CC2)c2c(C)c(C)oc2n1,4
Oc1ccc(CCc2c(F)cccc2F)c2cccnc12,3
COc1ccc(OC)c2[nH]c(C(=O)NCC(=O)N3CCN(Cc4ccccc4)CC3)cc12,8
CC(=O)Nc1sc2c(c1C(=O)O)CCNC2,1
Fc1ccccc1N1CCN(c2nc(-c3cccnc3)nc3ccccc23)CC1,-6
CCOc1ccc(C(=O)Nc2ccc(-c3nc4ccccc4o3)cc2)cc1[N+](=O)[O-],-6
NS(=O)(=O)c1ccc(Nc2ccc([N+](=O)[O-])cc2[N+](=O)[O-])cc1,1
COC(=O)c1ccc(NS(=O)(=O)c2c(C)c(C)cc(C)c2C)c(C)c1,5
CN(C)CCN(CCCc1ccccc1)C(=O)Nc1cccc(F)c1,4
CN1CCC(N(C)S(=O)(=O)c2ccc(NC(=O)c3cc4c(F)cccc4s3)cc2)CC1,-2
CC(Oc1ccccc1)C(=O)OCc1cc(=O)n2ccsc2n1 (centres undefined),-1
CN(Cc1ccco1)C(=O)c1ccc2ncsc2c1,-7

# Overlap with the part before: 2 compounds, then new ones.
SMILES,LDHA block
CC(Oc1ccccc1)C(=O)OCc1cc(=O)n2ccsc2n1 (centres undefined),-1
CN(Cc1ccco1)C(=O)c1ccc2ncsc2c1,-7
CC1CC1C(=O)Nc1ccc(SC2CCCC2)cc1 (centres undefined),4
CC(C)(C)c1ccc(NC(=O)c2cc(F)c(F)c(F)c2F)cc1,5
Cn1c(CCNC(=O)c2cccc(F)c2)nc2cc(NC(=O)C3CCCO3)ccc21 (centres undefined),-4
CC1=C(C(=O)N2CCOCC2)C(c2ccc(F)c(Br)c2)C2=C(CCCC2=O)N1 (centres undefined),-8
O=C1CC(c2ccccc2)CC(O)=C1C=NCCO (centres undefined),8
Cc1nc2cc(NS(=O)(=O)c3ccc(C)c(C)c3)ccc2o1,6
CCOC(=O)c1noc2nc(C)n(CC(=O)Nc3cc(OC)ccc3OC)c(=O)c12,-16
CS(=O)(=O)Cc1ccc(CNCc2ccccc2Cl)cc1,-2
CCN1CCN(c2nc(Nc3ccccc3)c3cnn(-c4ccccc4)c3n2)CC1,1
Cc1oc(-c2nc(C#N)c(NC(C)C)o2)cc1S(=O)(=O)N(C)Cc1ccccc1,7
O=C(Nc1cccc(F)c1)c1ccc2ccccc2n1,0
CCCCc1nc(N2CCN(CCO)CC2)c(C#N)c2c1CCCC2,-9
CN(CC(=O)NC(=O)NCC(F)(F)F)c1ccccc1,1
O=C(CSc1nnc(-c2cccc(Cl)c2)o1)Nc1ccc2c(c1)OC1(CCCCC1)O2,10
O=C(COc1ccccc1O)Nc1cccc(Br)c1,5
Clc1cc(Cl)c(N/N=C/C(Br)=C/c2ccccc2)c(Cl)c1,10
CCOc1cc(/C=C2\NC(=O)NC2=O)c(Br)cc1O,7&8
N#CCCn1cc(C(=O)CN2C(=O)NC(Cc3c[nH]c4ccccc34)C2=O)c2ccccc21 (centres undefined),2
CCOc1ccc(NC(=O)C2CCN(c3nc4ccccc4nc3OC)CC2)cc1,1
CC1=C(C(=O)OC(C)(C)C)C(c2ccc(F)cc2)C(C#N)=C(N)O1 (centres undefined),-15
CCOc1ccc2c(c1)cc(C(=O)NCc1ccco1)n2C,8
COc1ccc2cc(C(=O)OC(C)C(=O)N3CCOCC3)c(C)nc2c1 (centres undefined),0
c1ccc(Oc2ncnc3c2cnn3-c2ccccc2)cc1,11
CCCNC(=O)C1CCN(C(=O)c2ccc(C(F)(F)F)cc2)CC1,6
COc1ccc(C(=O)OCCOc2ccc(C#N)cc2)cc1F,3

# Other records follow.
SMILES,LDHA block
CC(C)=CC1C(C(=O)N(C)CC(=O)NC(C)C)C1(C)C (centres undefined),6
CCNc1nc(SC(C)C(=O)NC(=O)NC2CC2)nc2ccccc12 (centres undefined),4
Cc1ccc(OCn2ccc(C(=O)NCc3ccn(C)n3)n2)c(C)c1,-13
COc1ccc(S(=O)(=O)Nc2nc3ccccc3nc2Nc2ccc(OC)cc2OC)cc1,-6
CCCCCn1cnc2c1c(=O)[nH]c(=O)n2CCCC,-2
O=C(Nc1ccc(-c2nc3ccccc3[nH]2)cc1)c1ccc2c(c1)OCCO2,-5
COc1ccc(CNC(=O)c2ccc3ccccc3c2)cc1,-1
CC(C)(C)c1ccc(NC(=O)C2CCCN2S(=O)(=O)c2ccc(F)cc2)cc1 (centres undefined),11
COc1cc(OC)c(C2=CCN(C(=O)COc3ccc(C)cc3Br)CC2)c(OC)c1,1
O=C(Nc1ccc(Cl)c(Cl)c1)Nc1nnc(-c2ccncc2)o1,-10
CN(Cc1ccc(Br)cc1)c1ccc(S(N)(=O)=O)cn1,0
N#Cc1cn2ncnc2nc1N,-31*
CC(Sc1ncnc2nc[nH]c12)C(=O)Nc1ccc(Oc2ccccc2)cc1 (centres undefined),9
COc1ccc(CSc2ccc(S(=O)(=O)N3CCOCC3)cn2)cc1F,-1
O=C1NC[C@@H](CCCCN2CCN(CCc3ccc(O)cc3)C(=O)C2=O)N(CCC2CCCCC2)C1=O,-2
Cc1nn(-c2ccc3nnc(C)n3n2)c2c1C(c1cccc(OC(F)F)c1)CC(=O)N2 (centres undefined),-3
O=C(Nc1ccccc1)N1CCCC1c1ccc(Cl)cc1 (centres undefined),1
CCCCc1ccc(-c2csc(-c3nc(-c4ccc(CC)cc4)c(C)s3)n2)cc1,0
Cc1ccc(C(=O)OC(C)C(=O)NC(=O)NC2CC2)c(O)c1 (centres undefined),-8
Cc1oc2cc(OCC(N)=O)ccc2c(=O)c1Oc1ccc(C(C)C)cc1,1
O=C(Cc1ccc(Cl)cc1Cl)N1CCN(c2ccccc2O)CC1,7
Cc1cc(=O)n2[nH]c(CN(C(=O)c3ccccc3C)c3ccc(Cl)cc3)nc2n1,-1
Cc1ccc(C)c(N2CCN(C(=O)CCS(=O)(=O)c3cc4c5c(c3)CCN5C(=O)CC4)CC2)c1,-2
O=C(c1ccc(Cn2cc(Cl)cn2)cc1)N1CCN(Cc2cccc(C(F)(F)F)c2)CC1,3
O=C(Nc1cccc(Cl)c1)N1CCSc2ncccc21,-25

# (list continues)
SMILES,LDHA block
Cc1cc(C)n(CC(=O)Nc2cccc(C(=O)NCc3ccccn3)c2)c(=O)c1C#N,10
O=C(NC1CCCC1)C(=O)N1CCN(C(=O)c2cc3ccccc3[nH]2)CC1,-7
N=c1c2c(ccn1CCc1ccccc1)Oc1ccc3ccccc3c1C2c1ccccc1 (centres undefined),-2
COCCN(Cc1ccco1)C(=O)c1ccc(S(C)(=O)=O)cc1,-4
N[C@@H](Cc1ccccc1)c1nnc(SCc2ccc(Br)cc2)o1,-15
Brc1cccc(-c2noc(CCc3nc4ccccc4[nH]3)n2)c1,6
CCCCn1c(N)c(N(C)C(=O)C2Cc3ccccc3C(=O)O2)c(=O)[nH]c1=O (centres undefined),-2
O=C(Cc1cccc2ccccc12)Nc1cccc2ncccc12,-9
CCCN(CCC)c1ccc(NS(=O)(=O)c2ccc(C3CCCCC3)cc2)cc1C(=O)O,-3
Cc1oc2cc(OCC(=O)N3CCC(C(=O)O)CC3)ccc2c(=O)c1-c1ccc(Cl)cc1,8
CC(NS(=O)(=O)c1cc(F)cc(F)c1)C(=O)N1CCCC1 (centres undefined),-4
CCOc1ccccc1NC(=O)C1=NN(C2CCS(=O)(=O)C2)C(=O)CC1 (centres undefined),-9
O=C(NC1CCCCCC1)c1nc(-c2ccc3cc[nH]c3c2)no1,5
Cc1ccc(C)c(NC(=O)c2ccc(=O)n(CCOc3ccccc3)n2)c1,-6
CN(CCCNC(=O)c1ccccn1)CC(F)(F)F,-1
c1cnc2c(CSc3nnc(-c4c[nH]c5ccccc45)o3)cccc2c1,-1
CSc1nnnn1-c1cccc(NC(=O)c2ccccc2Br)c1,-2
C/C(=N/NC(=S)Nc1ccc(Cl)cc1)c1ccc(Br)cc1,-23
O=C(C[C@@H]1CC[C@@H]2[C@H](COC[C@H](O)CN2C(=O)Nc2ccc(F)cc2)O1)NCCc1ccncc1,6
COc1ccc(Cn2c(CO)cnc2SCC(=O)NCc2ccc(F)cc2)cc1,14
CN(CCCNC(=O)c1nc2ccccc2c(=O)[nH]1)C(=O)c1cccnc1,7
CCN(CC)CC1CCN(C(=O)c2cc(F)cc3nc(C)c(C)nc23)CC1,6
CC(C)(C)OC(=O)N1CCc2onc(-c3ccc(-n4cc(C5=CCCCC5)nn4)cc3)c2C1=O,1
COc1ccc(-c2c(C)c3ccc(OC(=O)N4CCOCC4)cc3oc2=O)cc1,1
CCn1c(C)cc(C(=O)COc2ccc3ccc(=O)oc3c2)c1C,-3

# Further compounds:
SMILES,LDHA block
CCCCCc1coc2cc(O)ccc2c1=O,-3
CCCCCOC(=O)COc1ccc2c(=O)c(Oc3cccc(C)c3)c(C(F)(F)F)oc2c1,19
COC(=O)c1ccccc1NC(=O)CN(C)S(=O)(=O)c1c(C)noc1C,2
Cc1cc(C)c2c(CC(=O)Nc3ccc(C)c(C)c3)coc2c1,5
COCC(C)NC(=O)C1=CC(c2cccs2)=NS(=O)(=O)N1C (centres undefined),-13
Cc1ccccc1C(=O)NN=C(C1CC1)C1CC1,0
Fc1ccc(-c2cnc(COc3ccc(Cl)cc3)o2)cc1,6
COc1ccc2c(C)c(CCC(=O)N3CCC(OCc4ccccc4)CC3)c(=O)oc2c1,12
COCC(=O)N1CCN(c2oc(-c3cccc(C)c3)nc2S(=O)(=O)c2ccc(F)cc2)CC1,2
CCC1(C)NC(=O)N(NC(=O)CCCc2c[nH]c3ccccc23)C1=O (centres undefined),-12
O=C(/C(=C/c1cccs1)c1nc2ccccc2o1)c1ccccc1,1
COc1cc(NC2c3ccccc3C(=O)N2c2cccnc2)cc(OC)c1OC (centres undefined),-3
Fc1ccc(OCc2nnc(-c3ccc(Cl)cc3)o2)cc1,-2
Cc1ccc(/C=C/C(=O)NCC(C)(C)CNC(=O)/C=C/c2ccc(C)o2)o1,?
CCC(C)(C)c1nnc(NC(=O)Cc2ccccc2)s1,7
CCOc1ccc2nc(Nc3ncc4c(n3)CC(C)(C)CC4=O)nc(C)c2c1,1
CCC(C)NC(=S)Nc1cccc(C)c1 (centres undefined),7
COCCN1C(=O)c2ccccc2NC1c1cc(OC)cc(OC)c1 (centres undefined),-8
O=C(Cn1ccc2c(Cl)cccc21)NCc1ccccc1,0
CCCCNC(=O)c1nc(C2CCN(S(=O)(=O)c3ccc(OC(F)(F)F)cc3)CC2)oc1-c1ccccc1,-5
COCCn1cnc2c1c(=O)n(CC(=O)OCc1cccc(F)c1)c(=O)n2Cc1ccccc1,-1
CC1CCN(Cc2oc(CO)cc(=O)c2O)CC1,-25
Cc1cc2oc(C(=O)Nc3nonc3-c3cccs3)c(C)c2cc1C,0
N#C/C(=C/c1ccc(OC(F)F)cc1)C(=O)Nc1cc(C(F)(F)F)ccc1Cl,1
CC1(C)C2CC=C(/C=N/NC(=S)Nc3ccc(SC(F)F)cc3)C1C2 (centres undefined),-4
COc1cc(C(=O)Nc2c(NC3CCCCC3)c3ccccc3oc2=O)ccc1OC(C)=O,2
COc1cccc(C(=O)Oc2cc(OC(=O)c3cccc(OC)c3)cc(OC(=O)c3cccc(OC)c3)c2)c1,2
CCOC(=O)c1cc2cc(CC)ccc2[nH]1,2
COc1cccc(C(=O)CC2(O)C(=O)Nc3ccc(F)cc32)c1 (centres undefined),14

# Among those listed so far, 15 have an NH in an aromatic ring:
SMILES,LDHA block
CNC(=O)C(C)Sc1nc2ccc(F)cc2c(=O)[nH]1 (centres undefined),-1
COc1ccc(OC)c2[nH]c(C(=O)NCC(=O)N3CCN(Cc4ccccc4)CC3)cc12,8
N#CCCn1cc(C(=O)CN2C(=O)NC(Cc3c[nH]c4ccccc34)C2=O)c2ccccc21 (centres undefined),2
CCCCCn1cnc2c1c(=O)[nH]c(=O)n2CCCC,-2
O=C(Nc1ccc(-c2nc3ccccc3[nH]2)cc1)c1ccc2c(c1)OCCO2,-5
CC(Sc1ncnc2nc[nH]c12)C(=O)Nc1ccc(Oc2ccccc2)cc1 (centres undefined),9
Cc1cc(=O)n2[nH]c(CN(C(=O)c3ccccc3C)c3ccc(Cl)cc3)nc2n1,-1
O=C(NC1CCCC1)C(=O)N1CCN(C(=O)c2cc3ccccc3[nH]2)CC1,-7
Brc1cccc(-c2noc(CCc3nc4ccccc4[nH]3)n2)c1,6
CCCCn1c(N)c(N(C)C(=O)C2Cc3ccccc3C(=O)O2)c(=O)[nH]c1=O (centres undefined),-2
O=C(NC1CCCCCC1)c1nc(-c2ccc3cc[nH]c3c2)no1,5
c1cnc2c(CSc3nnc(-c4c[nH]c5ccccc45)o3)cccc2c1,-1
CN(CCCNC(=O)c1nc2ccccc2c(=O)[nH]1)C(=O)c1cccnc1,7
CCC1(C)NC(=O)N(NC(=O)CCCc2c[nH]c3ccccc23)C1=O (centres undefined),-12
CCOC(=O)c1cc2cc(CC)ccc2[nH]1,2

# An excerpt; count on the stated rates, not on these rows.
